Bioassay records: PubChem, NMMLSC
RGS7-Gao: RGS7-Galphao binding modulators, primary screen, biochemical, multiplexed bead flow cytometry; actives lie on both sides; AID 1439, 2008; 220,000 compounds, 0.35% hits; binding response (% of control), % at 10 µM; Guanine nucleotide-binding protein G(o) subunit alpha (Homo sapiens), P09471; in the data active = binding response below about 49% or above about 150%; inconclusive = no clear call, values can overlap the other calls; inactive = in between;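 also: fluorescent Galphao held in activated GDP-AlF4 state binding bead-coupled RGS7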
Target sequence (P09471 whole entry, looked up): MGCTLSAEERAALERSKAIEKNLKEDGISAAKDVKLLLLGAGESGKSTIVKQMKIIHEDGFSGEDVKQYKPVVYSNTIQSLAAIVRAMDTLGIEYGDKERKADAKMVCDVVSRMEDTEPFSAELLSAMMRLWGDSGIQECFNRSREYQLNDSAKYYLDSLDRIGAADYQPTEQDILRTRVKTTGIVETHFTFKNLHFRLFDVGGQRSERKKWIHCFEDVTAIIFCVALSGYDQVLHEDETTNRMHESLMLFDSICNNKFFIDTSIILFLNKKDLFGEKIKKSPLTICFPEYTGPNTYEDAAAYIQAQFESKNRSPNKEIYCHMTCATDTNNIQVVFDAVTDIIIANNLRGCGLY
GSH fluor: compound fluorescence on glutathione beads, profiling panel, artefact control, biophysical, 488/530 nm, flow cytometry | fluorescence (KMESF) at 10 µM | GSH beads flow cytometry, compound fluorescence 488/530 nm; stronger effect = higher value | 190,000 compounds, 0.25% hits; in the data active = fluorescence above about 89;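 also: glutathione beads carrying GST-tagged Bcl family fusion proteins plus one bare bead set; values are compound well signal with DMSO vehicle wells as background; inactives centre near 16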
Avidin bead fluor: green autofluorescence of compounds with avidin beads – biophysical, 488/530 nm, flow cytometry, artefact control, profiling panel | compound fluorescence 488/530 nm; stronger effect = higher value | AID 1775, 2009 | 220,000 compounds, 0.38% hits | fluorescence (KMESF) at 10 µM; in the data active = fluorescence above about 47; also: inactives centre near 10
ABCB1 inh: ABCB1 efflux pump inhibitors, primary screen, cell-based, multiplex, flow cytometry, ABCG2 counter-screen; 190,000 compounds, 0.067% hits; AID 1326, 2008; CCRF-Adr cells, JC-1 efflux; inhibition, % at 6.6 µM; ATP-dependent translocase ABCB1 (Homo sapiens), P08183; in the data active = inhibition above about 40%;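 also: 0% = vehicle and 100% = reference inhibitor; higher value means more JC-1 retained so stronger ABCB1 efflux block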
Bcl-XL Bim block: inhibitors of Bim-Bcl-XL binding, primary screen, biochemical, multiplexed, bead flow cytometry, human Bcl-XL | inhibition, % at 10 µM | 190,000 compounds, 0.04% hits | Bcl-2-like protein 1 (Homo sapiens), Q07817 | AID 1007, 2008 | Bim peptide-Bcl-XL binding, fluorescence
Bcl-W Bim block: inhibitors of Bim binding to Bcl-W, primary screen, biochemical, multiplexed, bead-based flow cytometry; Bcl-2-like protein 2 (Homo sapiens), Q92843; AID 952, 2007; inhibition, % at 10 µM; Bim peptide-Bcl-W binding; 190,000 compounds, 0.02% hits;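 also: 0% = bound tracer without compound and 100% = peptide blocker; higher means less fluorescent Bim peptide bound to Bcl-W beads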
RGS4-Gao reg: modulators of RGS4 binding to Galphao, primary screen, biochemical, multiplexed bead flow cytometry; 220,000 compounds, 0.33% hits; AID 1415, 2008; binding response (% of control), % at 10 µM; actives lie on both sides; in the data active = binding response below about 49% or above about 150%; inactive = in between;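 also: fluorescent Galphao activated with aluminum fluoride binding bead-coupled RGS4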
ABCG2 block: ABCG2 efflux pump inhibitors, primary screen, multiplex with ABCB1, IgMXP3 cells, flow cytometry. Broad substrate specificity ATP-binding cassette transporter ABCG2 (Homo sapiens), Q9UNQ0. JC-1 efflux. inhibition, % at 6.6 µM. 190,000 compounds, 0.1% hits. AID 1325, 2008;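 active = inhibition above 80%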;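 also: 0% = DMSO and 100% = nicardipine control wells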
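Measure – % inhibition of efflux relative to nicardipine and DMSO · Test system – ABCG2 IgMXP3 and barcoded ABCB1 CCRF-Adr cell mix · Control set – nicardipine as high control, DMSO as low control · Compound – one concentration, 6.6 µM final · Signal – flow cytometry of retained JC-1 fluorescence · Timing – 10 min exposure at 25 °C with rotation, no wash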
Bim-Bcl-B: inhibitors of Bim-Bcl-B binding, primary screen, biochemical, multiplexed, human Bcl-2 family; Bcl-2-like protein 10 (Homo sapiens), Q9HD36; bead-based flow cytometry, Bim peptide-Bcl-B binding; inhibition, % at 10 µM; 190,000 compounds, 0.073% hits; AID 951, 2007;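 also: 0% = tracer peptide without compound and 100% = reference inhibitor peptide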
Target sequence (Q9HD36 whole entry, looked up): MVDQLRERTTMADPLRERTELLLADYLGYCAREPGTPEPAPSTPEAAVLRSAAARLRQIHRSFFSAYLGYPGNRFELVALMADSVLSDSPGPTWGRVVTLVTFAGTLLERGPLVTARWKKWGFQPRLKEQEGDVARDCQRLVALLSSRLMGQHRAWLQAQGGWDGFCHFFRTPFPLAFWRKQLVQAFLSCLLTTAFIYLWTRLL
Bcl-2 Bim block: inhibitors of Bim-Bcl-2 binding, primary screen, biochemical, multiplexed, human Bcl-2 family. Bead-based flow cytometry, Bim peptide-Bcl-2 binding. inhibition, % at 10 µM. 190,000 compounds, 0.06% hits. AID 950, 2007; in the data active = inhibition above about 40%; inconclusive = no clear call, values can overlap the other calls;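 also: 0% = no compound wells with probe peptide and 100% = reference peptide inhibitor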
Bfl-1 Bim block: inhibitors of Bim binding to Bfl-1, primary screen, biochemical, multiplexed, bead-based flow cytometry; Bcl-2-related protein A1 (Homo sapiens), Q16548; 190,000 compounds, 0.12% hits; inhibition, % at 10 µM; Bim-Bfl-1 binding inhibition;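 also: 0% = wells without compound plus tracer and 100% = blocker peptide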
* hit, by the source's call; ? = inconclusive; nt = not tested or not shown. Rule as the data show it, unless noted: active = inhibition above about 40%.

smiles	Bfl-1 Bim block	Avidin bead fluor	GSH fluor	Bcl-XL Bim block	Bcl-W Bim block	RGS4-Gao reg	Bcl-2 Bim block	Bim-Bcl-B	RGS7-Gao	ABCB1 inh	ABCG2 block
Cc1ccccc1C(=O)Nc1ccc(-c2nc3ccc(C(=O)c4ccccc4)cc3[nH]2)cc1	-2	25	8	-4	0	106	0	2	100	-0.1	-1
O=C(CCc1ccccc1)NNC(=O)c1cccc(F)c1	-5	11	13	0	2	103	-3	0	104	0.7	2
CCN(C(=O)COC(=O)c1c(C)noc1C)C1CCS(=O)(=O)C1 (stereo unspecified)	0	14	14	0	0	108	-3	-4	106	-0.3	1
Cc1cccc(N(C)S(=O)(=O)c2ccc3[nH]cc(C(=O)N4CCOCC4)c(=O)c3c2)c1	-4	9	32	0	-1	100	-6	-6	98	0.2	1
CC1CCCC(C)N1c1nnc(NC(=O)Cn2c(=O)oc3ccccc32)s1 (stereo unspecified)	-11	6	23	-4	0	107	-7	-10	110	0.0	0
O=C(Cn1nc([N+](=O)[O-])nc1Br)NC(c1ccccc1)c1ccccc1	-12	17	20	-16	-9	97	-3	-14	110	0.1	7
CCCn1nc(-c2nnc(-c3ccc(C)c(C)c3)o2)c2ccccc2c1=O	-10	5	41	-1	4	99	-6	-8	96	1.1	3
CCN(CCNC(=O)C1CCCN(S(=O)(=O)CC)C1)c1ccccc1 (stereo unspecified)	0	8	18	-1	-2	101	-4	-2	102	0.4	1
Cc1cccc(NC(=O)Cn2c(=O)n(C)c3ccccc32)c1	2	7	17	-1	1	101	0	1	100	-0.2	-2
COc1ccc(-c2csc(-c3cccs3)n2)c(OC)c1	-1	9	28	0	0	102	2	-9	?	1.3	8
CN(C)C=NC(=O)c1cn(-c2ccc(F)cc2)c(=O)c2ccccc12	-1	8	12	0	-2	107	-2	0	111	0.5	2
CC(=O)Nc1ccc(NC(=O)Cn2c(=O)n(-c3ccc(F)cc3)c(=O)c3oc4ccccc4c32)cc1	-4	5	19	0	0	101	0	-1	99	0.0	-1
O=C(NC1CCCCC1)C(c1cccs1)N(CC1CCCO1)C(=O)c1csnn1 (stereo unspecified)	2	35	45	-2	-1	110	-1	-3	113	1.0	2
COc1cccc(NC(=O)CSc2nnc(-c3ccc(C)cc3)o2)c1	-7	8	23	0	1	96	-5	-2	86	0.0	4
Cc1c(/C(O)=C2/C(=O)C(=O)N(Cc3cccnc3)C2c2cccs2)cnn1-c1ccccc1 (stereo unspecified)	1	9	31	0	-1	95	-1	2	93	0.1	0
CCOC(=O)c1ccc(NC(=O)c2ccc3c(c2)OCO3)cc1	-15	15	35	-4	-1	98	-7	-8	98	-1.1	6
COc1ccc(NC(=O)C(Br)C(C)C)cc1 (stereo unspecified)	-2	22	12	-3	0	99	0	-3	99	-0.2	-1
CC1C(c2ccccc2)=[N+]([O-])C2(CCCC2)N1O (stereo unspecified)	-10	7	25	-1	-1	106	-8	-8	108	0.7	2
O=C(O)/C=C/c1ccc(-c2cccc(C(F)(F)F)c2)o1	-6	7	15	-5	0	99	-9	-5	96	0.2	1
COc1cc(C(=O)NCCCNc2ccc([N+](=O)[O-])cc2)cc(OC)c1OC	-4	13	9	-1	0	103	-4	-1	101	nt	2
CN(C)c1ccc(NC(=O)COC(=O)Cn2nnc3ccccc32)cc1	1	14	13	0	0	94	-7	-7	95	0.7	1
O=C(COC(=O)c1cc(Cl)ccc1[N+](=O)[O-])Nc1cccc2ccccc12	-4	2	12	-8	-7	92	-6	-9	95	0.3	5

Filtered by structure, those above with an NH in an aromatic ring (two)
smiles	Bfl-1 Bim block	Avidin bead fluor	GSH fluor	Bcl-XL Bim block	Bcl-W Bim block	RGS4-Gao reg	Bcl-2 Bim block	Bim-Bcl-B	RGS7-Gao	ABCB1 inh	ABCG2 block
Cc1ccccc1C(=O)Nc1ccc(-c2nc3ccc(C(=O)c4ccccc4)cc3[nH]2)cc1	-2	25	8	-4	0	106	0	2	100	-0.1	-1
Cc1cccc(N(C)S(=O)(=O)c2ccc3[nH]cc(C(=O)N4CCOCC4)c(=O)c3c2)c1	-4	9	32	0	-1	100	-6	-6	98	0.2	1

Some of these compounds in order of count of non-hydrogen atoms, ascending.
smiles	Bfl-1 Bim block	Avidin bead fluor	GSH fluor	Bcl-XL Bim block	Bcl-W Bim block	RGS4-Gao reg	Bcl-2 Bim block	Bim-Bcl-B	RGS7-Gao	ABCB1 inh	ABCG2 block
CC1C(c2ccccc2)=[N+]([O-])C2(CCCC2)N1O (stereo unspecified)	-10	7	25	-1	-1	106	-8	-8	108	0.7	2
CCN(CCNC(=O)C1CCCN(S(=O)(=O)CC)C1)c1ccccc1 (stereo unspecified)	0	8	18	-1	-2	101	-4	-2	102	0.4	1
CC1CCCC(C)N1c1nnc(NC(=O)Cn2c(=O)oc3ccccc32)s1 (stereo unspecified)	-11	6	23	-4	0	107	-7	-10	110	0.0	0
Cc1cccc(N(C)S(=O)(=O)c2ccc3[nH]cc(C(=O)N4CCOCC4)c(=O)c3c2)c1	-4	9	32	0	-1	100	-6	-6	98	0.2	1

Some entries already given, showing only Bcl-2 Bim block and Bcl-W Bim block.
Molecule	Bcl-2 Bim block	Bcl-W Bim block
Cc1cccc(NC(=O)Cn2c(=O)n(C)c3ccccc32)c1	0	1
COc1ccc(-c2csc(-c3cccs3)n2)c(OC)c1	2	0
CN(C)C=NC(=O)c1cn(-c2ccc(F)cc2)c(=O)c2ccccc12	-2	-2
CC(=O)Nc1ccc(NC(=O)Cn2c(=O)n(-c3ccc(F)cc3)c(=O)c3oc4ccccc4c32)cc1	0	0
O=C(NC1CCCCC1)C(c1cccs1)N(CC1CCCO1)C(=O)c1csnn1 (stereo unspecified)	-1	-1
